# Compound activity as filed in PubChem BioAssay.
# EBV LMP1 NFkB: EBV LMP1-driven NF-kappaB luciferase reporter inhibitors, primary screen, cell-based, luminescence, single point | LMP1-induced NF-kappaB luciferase reporter cells | inhibition, % at 12.5 µM | hit rate 0.69% among 350,000 | AID 504558, 2011; in the data active means inhibition above about 41%;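 further: 0% = neutral control wells and 100% = reference inhibitor control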
# MC4R antagonist: MC4R antagonists of cAMP signaling, primary screen, cell-based, TR-FRET, antagonist arm of biased-ligand search; MC4R-expressing cells, MTII-stimulated cAMP, LANCE TR-FRET; inhibition, % at 6.5 µM; hit rate 0.48% among 360,000;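 active means inhibition above its plate's cutoff, the mean of tested wells on that plate plus 3 SD, cut at about 29% in these data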;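 further: 0% = Melanotan II alone and 100% = Melanotan II plus saturating MCL0020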
#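 System: U2OS cells stably expressing human melanocortin 4 receptor (MC4R). Reagent: Melanotan II challenge after compound preincubation. Doses: 6.5 µM. Times: 30-min compound, 1-h challenge, 1-h detection, room temperature. Measured by: TR-FRET with Eu-cAMP and labeled anti-cAMP, 671 nm. Replicates: singlicate.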
# NCOA3 inh: SRC3 coactivator transcriptional activity inhibitors, primary screen, cell-based, luminescence; Nuclear receptor coactivator 3 (Homo sapiens), Q9Y6Q9; HEK293 GAL4-SRC3 luciferase reporter; inhibition, % at 3.6 µM; hit rate 0.17% among 360,000;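 active means inhibition above a per-campaign cutoff, the mean of all compounds plus 3 SD, cut at about 60% in these data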;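 further: 0% = DMSO-treated cells and 100% = gossypol-treated cells at 36 µM; higher means less SRC3-driven luciferase light from the GAL4 reporter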
# COUP-TFII inh: NR2F2 transcriptional activity inhibitors, primary screen, cell-based, luciferase reporter, HEK293T, luminescence. inhibition, % at 8.6 µM. HEK293T NGFI-A luciferase reporter. hit rate 0.7% among 370,000;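 active means inhibition above a per-plate cutoff, mean inhibition of test wells between control levels plus 3 SD, cut at about 38% in these data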;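 further: cells cotransfected with COUP-TFII expression vector driving the NGFI-A reporter; 0% = median of COUP-TF2 test wells and 100% = reporter-only cells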
# ABHD5-PLIN5 inh: ABHD5-PLIN5 interaction inhibitors, primary screen, cell lysate, split luciferase complementation, luminescence. Perilipin-5 (Homo sapiens) + 1-acylglycerol-3-phosphate O-acyltransferase ABHD5 (Homo …. Split G. princeps luciferase complementation, 4 h. inhibition, % at 4 µM. hit rate 0.78% among 360,000. AID 602281, 2012;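 active means inhibition above the mean inhibition across every tested compound plus 3 SD, cut at about 22% in these data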;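 further: 0% = DMSO only wells and the 100% control is not disclosed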
# MC4R barr agon: MC4R agonists recruiting beta-arrestin, primary screen, cell-based, luminescence, agonist arm of biased-ligand search; U2OS MC4R beta-arrestin complementation; percent of melanotan II response, DMSO zero; hit rate 0.98% among 360,000; activation, % at 8.9 µM; Melanocortin receptor 4 (Homo sapiens), P32245;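 active means activation above a per-plate cutoff, the mean activation of sample wells on that plate plus 3 SD, cut at about 8% in these data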
# TLR9-MyD88 inh: inhibitors of TLR9-MyD88 association in cells, primary screen, cell-based, CHO, BLA complementation, fluorescence. Toll-like receptor 9 (Homo sapiens) + Myeloid differentiation primary response protein …. CCF4 FRET ratio. inhibition, % at 4.98 µM. hit rate 0.21% among 340,000. AID 504734, 2011;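 active means inhibition above the mean over all tested compounds plus 3 SD, cut at about 21% in these data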;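 further: 0% = DMSO only wells and 100% = clavulanate BLA inhibitor control wells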
# NOD2-RIPK2 inh: NOD2-RIPK2 binding disruptors in cells, primary screen, fluorescence, CHO cells, BLA complementation. Receptor-interacting serine/threonine-protein kinase 2 (Homo sapiens), O43353. CCF4 ratio. inhibition, % at 4.98 µM. hit rate 0.38% among 360,000; in the data active means inhibition above about 21%;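 further: 0% = vehicle only and 100% = reference blocker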
# NCOA1 inh: SRC1 coactivator transcriptional activity inhibitors, primary screen, cell-based, luminescence; HEK293 GAL4-SRC1 luciferase reporter; hit rate 0.12% among 360,000; inhibition, % at 3.6 µM; AID 588354, 2011;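 active means inhibition above the campaign mean plus 3 SD, with each screening campaign given its own cutoff, cut at about 60% in these data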;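 further: 0% = DMSO treated cells and 100% = gossypol at 36 µM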
# NCOA2 inhibitor: inhibition of GAL4-SRC2 driven luciferase reporter, primary screen, SRC2 inhibitor project, cell-based, luminescence | Nuclear receptor coactivator 2 (Homo sapiens), Q15596 | HEK293 GAL4-SRC2 luciferase reporter | inhibition, % at 9 µM | hit rate 0.17% among 370,000 | AID 651957, 2012;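 active means inhibition above the mean inhibition of all tested compounds plus 3 SD, set per campaign, cut at about 52% in these data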;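 further: 0% = DMSO treated cells and 100% = cells given Gossypol at 36 µM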
# LRH-1 inv ag: LRH-1 (NR5A2) inverse agonists, primary screen, cell-based, luminescence, HEK293T, StAR-luciferase reporter; LRH-1 transfected, 24 h; Nuclear receptor subfamily 5 group A member 2 (Homo sapiens), O00482; hit rate 0.13% among 360,000; AID 602396, 2012; inhibition, % at 3.6 µM;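 active means inhibition above the mean inhibition of all tested compounds plus 3 SD, cut at about 73% in these data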;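 further: 0% = DMSO wells and 100% = reporter-only cells lacking LRH-1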
# The depositor's hits bear a star; . = not tested or not shown. The list is partial. The share of hits here may be higher or lower than overall.
# Sample of the layout:
SMILES,EBV LMP1 NFkB,MC4R antagonist,NCOA3 inh,COUP-TFII inh,ABHD5-PLIN5 inh,MC4R barr agon,TLR9-MyD88 inh,NOD2-RIPK2 inh,NCOA1 inh,NCOA2 inhibitor,LRH-1 inv ag
COc1ccc(S(=O)CC(=O)Nc2ccccc2Cl)cc1 (stereo not given),1,9,14,4,2,0.0,2,-10,-20,3,-23
CCCc1cc(C(=O)Cc2ccccn2)c(O)cc1O,3,1,1,8,-11,-0.7,-9,-6,-68,-3,-14
N#C/C(=C(/O)c1ccc(C(=O)c2ccccc2)cc1)c1nc2ccccc2[nH]1,-2,5,25,11,1,-0.6,3,-3,2,3,12
COc1ccccc1C(=O)NCCC(=O)NC(C)c1ccc(-n2ccnc2)cc1 (stereo not given),-1,20,13,-6,3,-0.5,7,-4,-14,-25,10
Cc1ccc(CS(=O)(=O)CCC(=O)NCCC2=CCCCC2)cc1,-3,-6,13,-2,-1,0.4,8,-2,0,11,10
CC[n+]1c(/C=C/C=C/N(C(C)=O)c2ccccc2)sc2ccccc21,10,-8,5,0,-11,-2.2,3,-5,-8,-11,-3
O=C1Nc2ccc([N+](=O)[O-])cc2C1(O)N1CCCCCC1 (stereo not given),-7,-5,15,-9,-2,0.1,13,-2,-3,7,-26

# This part in full, repeating the preview:
SMILES,EBV LMP1 NFkB,MC4R antagonist,NCOA3 inh,COUP-TFII inh,ABHD5-PLIN5 inh,MC4R barr agon,TLR9-MyD88 inh,NOD2-RIPK2 inh,NCOA1 inh,NCOA2 inhibitor,LRH-1 inv ag
COc1ccc(S(=O)CC(=O)Nc2ccccc2Cl)cc1 (stereo not given),1,9,14,4,2,0.0,2,-10,-20,3,-23
CCCc1cc(C(=O)Cc2ccccn2)c(O)cc1O,3,1,1,8,-11,-0.7,-9,-6,-68,-3,-14
N#C/C(=C(/O)c1ccc(C(=O)c2ccccc2)cc1)c1nc2ccccc2[nH]1,-2,5,25,11,1,-0.6,3,-3,2,3,12
COc1ccccc1C(=O)NCCC(=O)NC(C)c1ccc(-n2ccnc2)cc1 (stereo not given),-1,20,13,-6,3,-0.5,7,-4,-14,-25,10
Cc1ccc(CS(=O)(=O)CCC(=O)NCCC2=CCCCC2)cc1,-3,-6,13,-2,-1,0.4,8,-2,0,11,10
CC[n+]1c(/C=C/C=C/N(C(C)=O)c2ccccc2)sc2ccccc21,10,-8,5,0,-11,-2.2,3,-5,-8,-11,-3
O=C1Nc2ccc([N+](=O)[O-])cc2C1(O)N1CCCCCC1 (stereo not given),-7,-5,15,-9,-2,0.1,13,-2,-3,7,-26
NC(=O)c1ccc[n+](CC(=O)NCc2ccc(Cl)cc2)c1,3,5,6,15,-1,-0.5,9,-2,-5,1,11
CCSc1ncc(Cl)c(C(=O)Nc2ccc(S(=O)(=O)Nc3ncccn3)cc2)n1,2,6,-10,4,1,-0.9,10,-1,11,-4,13
Cn1c(-c2ccccc2)cnc1NCc1ccc(F)cc1,1,6,-29,6,8,0.5,-4,-4,4,-29,-8
CN(C)CCOC(=O)C1(c2ccccc2)CCCC1,-5,6,7,10,3,0.3,-5,-3,11,0,6
CCOc1ccc(CCNC(=O)C2CC(=O)N(CCc3ccc(OC)c(OC)c3)C2)cc1OCC (stereo not given),1,-3,4,-9,3,1.2,2,-4,0,-24,1
COc1ccc(C(CNC(=O)c2cccc(N(C)C)c2)N2CCCC2)cc1 (stereo not given),1,-1,-13,3,1,-1.2,-3,-1,-3,-9,-17
Cc1ccc(N(CC(=O)N/N=C/c2cccc(Br)c2)S(C)(=O)=O)cc1,-4,-3,7,-28,5,1.0,-3,2,17,-3,15
Cc1cc(=O)oc2cc(OCC(O)Cn3ccnc3)ccc12 (stereo not given),4,10,-3,12,-8,0.5,-1,-4,11,-3,15
C1C2CC3C1C3C2=NN=C1C2CC3C(C2)C13,.,5,-27,-3,0,-1.6,.,10,2,4,-17
CCc1c(C#N)c(SCCC(=O)Nc2ccc(C)cc2)nc2c1C(=O)CC(C)(C)C2,1,6,14,13,5,-0.3,-2,1,-4,5,19
Cc1ccc(NCC(=O)c2ccc(C)cc2)cc1,-21,3,-77,-17,0,0.2,-11,-11,-59,-46,-67
Cn1c(=O)c2c(O)c([N+](=O)[O-])c(=O)n(C)c2n(C)c1=O,0,2,-10,6,-3,-2.3,.,-9,5,-12,-13
COc1ccc(CCNC(=O)CN(C)S(=O)(=O)c2ccc(OC)cc2)cc1,7,1,8,-1,6,-1.2,-11,-8,-5,-18,5
CC1Cc2ccccc2N1C(=O)COC(=O)c1ccc(Cl)c(S(=O)(=O)N2CCOCC2)c1 (stereo not given),3,2,-4,3,11,-0.9,0,-9,19,-4,-8
CSc1ccc(CN2C(=O)C(C)Oc3c(C(C)=O)cccc32)cc1 (stereo not given),.,-1,-11,-2,6,-0.3,.,8,2,-6,-7
COc1ccc(NC(=O)c2ccco2)cc1NC(=O)c1ccc(Br)o1,-27,6,14,14,-1,-1.8,-9,-17,-4,-25,13
CCN(CC)S(=O)(=O)c1ccc(-c2nnc(SCC(=O)Nc3nc(C)cs3)o2)cc1,-1,10,9,2,-11,2.6,-6,-15,14,2,13
CCOc1ccc(NC(=O)C/C(C)=N/NC(=O)Cc2ccc(Cl)cc2)cc1,-16,6,-1,-19,-4,-1.5,-11,-4,0,1,-1
NC(=O)[C@H]1CC2(CC(c3cccc(NC(=O)CC(c4ccccc4)c4ccccc4)c3)=NO2)CN1C(=O)CC(c1ccccc1)c1ccccc1 (stereo not given in full),8,5,12,-4,5,-1.9,3,1,8,-11,14

# Copied from the listing (2 entries):
SMILES,EBV LMP1 NFkB,MC4R antagonist,NCOA3 inh,COUP-TFII inh,ABHD5-PLIN5 inh,MC4R barr agon,TLR9-MyD88 inh,NOD2-RIPK2 inh,NCOA1 inh,NCOA2 inhibitor,LRH-1 inv ag
COc1ccc(C(CNC(=O)c2cccc(N(C)C)c2)N2CCCC2)cc1 (stereo not given),1,-1,-13,3,1,-1.2,-3,-1,-3,-9,-17
Cc1ccc(N(CC(=O)N/N=C/c2cccc(Br)c2)S(C)(=O)=O)cc1,-4,-3,7,-28,5,1.0,-3,2,17,-3,15
